H9c2 TAG inh: triacylglycerol accumulation inhibition | AID 651582 | actives 0.66% (n = 230,000) | H9c2 cells, Nile Red lipid (TAG) fluorescence; cells loaded with 200 µM oleic acid | inhibition, % at 12.5 µM;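 active = pattern-corrected inhibition of lipid staining of at least 50% with the nuclear-stain viability signal not falling by more than 50%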;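 also: 0% = DMSO wells and 100% = triacsin C control wells; some results filed as inactive read as strong as hits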
H9c2 TAG inh DAPI viability: second read-out of H9c2 TAG inh, no call of its own (marks repeat the call); DAPI nuclei signal change (viability), lower = more cytotoxic, %;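 whole-well DAPI fluorescence read on a plate reader as a viability signal; minus 50 percent equals half of cells still viable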
Active calls of the source: *; & = joins results of further samples.

SMILES	H9c2 TAG inh	H9c2 TAG inh DAPI viability
O=C(Cc1cccc([N+](=O)[O-])c1)Nc1ccc(C(=O)N2CCCCC2)cc1	-6	5
COc1cc(S(=O)(=O)n2cnc(C)c2)ccc1Br	-6	1
O=C(CN1CCCCCC1)Nc1cc(C(F)(F)F)ccc1Cl	-11	0
CCc1cccc(NC2c3ccccc3C(=O)N2c2ccc(C)cn2)c1 (configuration not stated)	-7	0
COc1cccc(C(O)c2ncc(-c3ccc(C(F)(F)F)cc3)[nH]2)c1 (configuration not stated)	-5	-1
CCOC(=O)c1c(C2CC2)csc1NC(=O)COC(=O)c1cnc(Cl)c(Cl)c1	8	1
CCOC(=O)c1csc(COc2ccccc2Cl)n1	-7	-5
COc1ccc(NC(=O)CSc2nnc(-c3ccncc3)n2C)cc1	1	0
O=C(c1ccc(S(=O)(=O)N2CCCC2)cc1)N(Cc1ccco1)C1CCS(=O)(=O)C1 (configuration not stated)	9	2
Cc1cccc(C)c1NC(=O)CS(=O)CC(=O)NC1CCN(Cc2ccccc2)CC1 (configuration not stated)	-5	4
CSc1ccc(C(=O)N2CCC(n3nccc3NC(=O)C3CC3)CC2)cc1	-5	-2
Cc1ccc(Cl)cc1N1CCN(C(=O)Cc2csc(Nc3nc(=S)[nH]c4ccccc34)n2)CC1	26	1
COc1cccc(-c2nc(N3CCCC3)c3ccccc3n2)c1O	15	2
CN(C(=O)Cn1cc(C(F)(F)F)ccc1=O)c1c(N)n(Cc2ccccc2)c(=O)[nH]c1=O	5	-1
COc1ccc(S(=O)(=O)NCC(c2ccc3c(c2)OCO3)N2CCOCC2)cc1 (configuration not stated)	11	-3
CCN(CC)c1ccc(/C=C(\C#N)C(=O)c2ccc(Br)cc2)cc1	1	9
Cc1cc(C(=O)CC#N)c(C)n1CC(F)(F)F	-2	2
O=C(NCc1ccco1)c1c(F)c(F)c(F)c(C(=O)NCc2ccco2)c1F	-9	-2
Cc1ccc(NC(=O)c2cc(S(=O)(=O)N(C)C)ccc2N2CCCC2)cc1S(=O)(=O)N(C)C	16	-9
Cc1nn(CC#N)c(=O)n1-c1ccc(Cl)cc1	-4	-1
Cc1ccc(F)cc1C(=O)N1CCCC(c2cc(C(=O)NCc3ccc(F)cc3)no2)C1 (configuration not stated)	8	8
CCCNc1nc2c(c(=O)[nH]c(=O)n2C)n1Cc1ccc(F)cc1	-11	-3
C=C(C)CN(CC)C(=O)CSc1nc(O)cc(=O)n1C1CCCC1	2	-10
COc1ccc(CC2(CO)CCN(Cc3ccncc3)CC2)cc1	-15	2
CCOC(=O)C1CCN(C(=O)c2ccc3c(=O)n4c(nc3c2)CCCCC4)CC1	3	-2
SMILES	H9c2 TAG inh	H9c2 TAG inh DAPI viability
O=C(CP(=O)(c1ccccc1)c1ccccc1)Nc1nc2ccc(Cl)cc2s1	-6	-2
CCN1CCN(c2ccc(NC(=O)c3cc(S(=O)(=O)N4CCCC4)ccc3Cl)cc2)CC1	-14	0
COC(=O)/C(C#N)=C(/Nc1ccc(F)c(Cl)c1)C(F)(F)F	-10	13
Cc1sc(NC(=O)c2ccc3ncsc3c2)c(C(N)=O)c1C	5	6
COc1cc(S(=O)(=O)N2CCCCC2)ccc1NC=O	-6	-3
COc1ccccc1N1CCN(CCS(=O)(=O)c2cc(Cl)ccc2Cl)CC1	-1	9
O=C(COC(=O)CNC(=O)C1CCCCC1)NCc1ccccc1	-10	5
COc1ccc(-c2noc(N3CCC(C(=O)NC(C)c4ccccc4)CC3)n2)cc1 (configuration not stated)	-12	-6
CCC(C)NC(=O)CN(c1ccc2c(c1)OCO2)S(=O)(=O)c1c(C)n[nH]c1C (configuration not stated)	-2	9
COCCN(C(=O)COC(=O)c1ccc(Br)o1)c1c(N)n(Cc2ccccc2)c(=O)[nH]c1=O	-3	-2
O=C(CS(=O)(=O)c1ccccc1)Nc1nnc(-c2cccs2)o1	14	-5
c1cnc2c(c1)ccc1cccnc12	-3&0	-19&-20
N=C(N)SCc1ccc(O)c([N+](=O)[O-])c1	-2	-2
COc1ccc(OC)c2sc(NC(=O)c3ccc(S(=O)(=O)N(C)C)cc3)nc12	19	13
COc1ccccc1-n1cnnc1SCC(=O)Nc1nc(C)c(Cl)cc1Cl	-5	5
CCCCS(=O)(=O)N1CCCC(C(=O)Oc2ccccc2OC)C1 (configuration not stated)	-3	-2
CCN(CC)c1ccc(N2C(=O)/C(=C\c3cccs3)SC2=S)cc1	-6	0
Cc1ccc(C(=O)OCC(=O)Nc2ccc3c(c2)OCCO3)cc1C	5	4
Cc1cccc(OCC(O)CN2C(C)(C)CC(O)CC2(C)C)c1 (configuration not stated)	12	1
CCOC(=O)c1ccc2c(c1)nc(SCC(=O)N1CCCCC1)n2CC	10	-5
O=C(CN1CCN(S(=O)(=O)c2ccc(F)cc2)CC1)Nc1ccnn1C1CCCC1	-3	-6
COc1cncc(-c2cnc3sc(NCCc4ccccn4)nn23)c1	-4	-7
O=C(NNC1CC(=O)N(c2ccc(Cl)cc2)C1=O)c1ccccc1Cl (configuration not stated)	-1	2
COc1cc(/C=N/Nc2nc3ccccc3s2)cc([N+](=O)[O-])c1O	13	-2
O=C(c1cc(-c2ccccc2Cl)nc2ccccc12)N1CCN(c2ccccn2)CC1	-10	-6
SMILES	H9c2 TAG inh	H9c2 TAG inh DAPI viability
Clc1ccc(-c2cc3nc(NCc4cccc(Cl)c4)ccn3n2)cc1	19	17
COC(=O)CCCNC(=O)CCc1nnc(-c2ccc(-c3ccccc3)cc2)o1	3	-1
Cc1ccccc1-n1c(SCC(=O)NCc2cccs2)nnc1-c1ccncc1	6	7
COc1ccc(Nc2cc(C)c3c(O)cccc3n2)cc1	-1	5
CN(C(=O)COC(=O)c1ccc(F)c(S(=O)(=O)N2CCOCC2)c1)C1CCS(=O)(=O)C1 (configuration not stated)	14	5
N#CCC(=N)N1CCN(c2ccc(F)cc2)CC1	12	-1
O=C(NCC1CCCO1)c1ccc(-c2ccccc2Cl)o1 (configuration not stated)	-14	-3
OC[C@@H]1CN(Cc2ccccc2)C[C@H](n2cnc3c(N4CCN(c5ccccc5)CC4)ncnc32)O1	14	0
Cc1ccc(CNC(=O)Cn2cnc(C(=O)Nc3ccc(C)c(C)c3)n2)o1	18	-1
CCc1sc2nc(SCC(=O)Nc3cc(C)on3)n(-c3cccc(OC)c3)c(=O)c2c1C	17	-7
COc1cc(/C=C/c2onc(C)c2[N+](=O)[O-])cc(OC)c1OC	3	1
Cc1ccc(S(=O)(=O)N2CCn3cccc3C2C)cc1 (configuration not stated)	-4	-2
N#C/C(=N\Nc1cccc(Cl)c1)C(=O)c1ccccc1	-16	2
COc1cc2ccccc2cc1C(=O)N1CC(C)CC(C)C1 (configuration not stated)	-22	-3
CC1(C(=O)NS(=O)(=O)c2ccc(C#N)cc2)CCN1C(=O)CCC1CCCC1 (configuration not stated)	7	-1
O=C(COC(=O)c1ccccc1O)NCC1COc2ccccc2O1 (configuration not stated)	-3	-3
CC(=O)Nc1ccc(S(=O)(=O)Nc2ccccc2C(=O)N2CCCCCC2)cc1	7	-3
CCN(CC)c1ccc(NC(=O)CSc2nc(C)cc(=O)[nH]2)cc1	-5	-7
O=C(NNC(=O)c1cnccn1)c1ccc(Cl)c(Cl)c1	4	-7
CCOC(=O)C1CCCN(c2c(NCCc3ccc(S(N)(=O)=O)cc3)c(=O)c2=O)C1 (configuration not stated)	0	2
Cc1cc(NC(=O)c2ccc(N3C(=O)CCC3=O)cc2)no1	24	-3
COc1ccc(CCNC(=S)Nc2ccccc2C)cc1	-7	1
COc1cc2c(C)nc3c(cnn3-c3ccccc3)c2cc1OC	27	8
C=CCn1c(SCC(=O)Nc2ccc(C(=O)OC(C)C)cc2)nnc1-c1cccs1	-15	-10
CCCCCCOc1ccc(N2C(=O)CC(N3CCN(CCN=CC4=C(O)CC(C)(C)CC4=O)CC3)C2=O)cc1 (configuration not stated)	3	7

Record cards, as listed above.
COc1ccc(CCNC(=S)Nc2ccccc2C)cc1 across the screens: H9c2 TAG inh = -7; H9c2 TAG inh DAPI viability = 1
Cc1cc(NC(=O)c2ccc(N3C(=O)CCC3=O)cc2)no1 across the screens: H9c2 TAG inh = 24; H9c2 TAG inh DAPI viability = -3

(more compounds)
SMILES	H9c2 TAG inh	H9c2 TAG inh DAPI viability
CS(=O)(=O)Nc1ccccc1C(=O)NCCSCc1ccccc1	6	3
CCCNC(=O)C1(C)CCCN(CC(=O)c2ccc3c(c2)OCCO3)C1 (configuration not stated)	0	-1
CC(C)CN1CCN(Cc2cccn2-c2ccc(Cl)cn2)CC1CCO (configuration not stated)	-8	23
Cc1cc2oc(=O)cc(CN3CCN(S(=O)(=O)c4ccc5c(c4)OCCO5)CC3)c2cc1C	3	-17
CS(=O)(=O)N1CCN(c2ccccc2NC(=S)NC(=O)c2cccs2)CC1	-11	10
Cc1cc(=O)oc2cc(NC(=O)CCCC(=O)O)ccc12	1	-1
Nc1ccc2c(c1)C(=O)N(CCCCCC(=O)O)C2	3	-5
C/C(Cl)=C/Cn1c(SCc2ccc(Cl)cc2)nc2c1c(=O)[nH]c(=O)n2C	-30	12
Cc1ccc(Oc2ncccc2NC(=O)CC(CC(=O)O)c2ccccc2)c2c1CCC2 (configuration not stated)	2	-2
CCCCCCCN1C/C=C\C(c2ccc(OC)cc2)N(Cc2ccc(F)cc2)C(=O)[C@H]1Cc1ccccc1 (some centres not stated)	-1	-8
Cc1ccc(C)c(-c2csc(N)c2C(=O)OC(C)C)c1	-8	8
CSCCC(NC(=O)c1ccccc1)C(=O)Nc1ccncc1 (configuration not stated)	16	-3
CC(=O)c1ccc(N2CCN(C(=O)Nc3cccc(F)c3)CC2)cc1	-15	5
Cc1cc(Oc2ccccc2)nc(N2CCOCC2)n1	-10	7
C#CCOCCOCCOCCNc1nc(N2CCN(C(=O)CCCCCCCCCCNC(=O)[C@H]([C@@H](C)CC)n3cc(CCCCN=C(N)N)nn3)CC2)nc(N2CCN(C(=O)CCCCCCCCCCNC(=O)[C@@H]([C@H](C)O)n3cc(C)nn3)CC2)n1	-7	-3
Cc1ccc(S(=O)(=O)N/N=C2/CC(=O)CC(C)(C)C2)cc1[N+](=O)[O-]	7	2
CN(C(=O)c1cccc(NC(=O)Cc2ccc(NC(=O)C3CCCN(C(=O)C4CCCCC4)C3)cc2)c1)C1CCCCC1 (configuration not stated)	4	-13
COc1cc(/C=N/NS(=O)(=O)c2ccc3ccccc3c2)ccc1OCc1ccc(C(=O)O)cc1	3	-8
c1ccc(N=C(c2cccs2)N2CCOCC2)cc1	3	1

Exported with each value named: entries from further up.
Cc1ccc(C)c(-c2csc(N)c2C(=O)OC(C)C)c1
  H9c2 TAG inh: -8; H9c2 TAG inh DAPI viability: 8

CSCCC(NC(=O)c1ccccc1)C(=O)Nc1ccncc1 (configuration not stated)
  H9c2 TAG inh: 16; H9c2 TAG inh DAPI viability: -3

CC(=O)c1ccc(N2CCN(C(=O)Nc3cccc(F)c3)CC2)cc1
  H9c2 TAG inh: -15; H9c2 TAG inh DAPI viability: 5

Cc1cc(Oc2ccccc2)nc(N2CCOCC2)n1
  H9c2 TAG inh: -10; H9c2 TAG inh DAPI viability: 7

Reprinted at random: 2 entries already listed
SMILES	H9c2 TAG inh	H9c2 TAG inh DAPI viability
Cc1cc2oc(=O)cc(CN3CCN(S(=O)(=O)c4ccc5c(c4)OCCO5)CC3)c2cc1C	3	-17
CC(C)CN1CCN(Cc2cccn2-c2ccc(Cl)cn2)CC1CCO (configuration not stated)	-8	23

Only part of the results is shown; the hit share may differ from the screen's.
